High-throughput results deposited in PubChem by several laboratories.
SRC2 inh: inhibits human steroid receptor coactivator 2; HEK293 GAL4-SRC2 luciferase reporter, luminescence; 370,000 compounds, 0.17% hits; Q15596; inhibition, % at 9 µM; AID 651957;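 active = inhibition above the mean inhibition of all tested compounds plus 3 SD, set per campaign, cut at about 52% in these data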;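 also: 0% = DMSO treated cells and 100% = cells given Gossypol at 36 µM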
NR5A2 inv ag: inverse agonists of human LRH-1 (NR5A2). HEK293T StAR-luciferase reporter, LRH-1 transfected, 24 h. inhibition, % at 3.6 µM. 360,000 compounds, 0.13% hits. AID 602396;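 active = inhibition above the mean inhibition of all tested compounds plus 3 SD, cut at about 73% in these data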;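 also: 0% = DMSO wells and 100% = reporter-only cells lacking LRH-1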
Target sequence (O00482 whole entry, looked up): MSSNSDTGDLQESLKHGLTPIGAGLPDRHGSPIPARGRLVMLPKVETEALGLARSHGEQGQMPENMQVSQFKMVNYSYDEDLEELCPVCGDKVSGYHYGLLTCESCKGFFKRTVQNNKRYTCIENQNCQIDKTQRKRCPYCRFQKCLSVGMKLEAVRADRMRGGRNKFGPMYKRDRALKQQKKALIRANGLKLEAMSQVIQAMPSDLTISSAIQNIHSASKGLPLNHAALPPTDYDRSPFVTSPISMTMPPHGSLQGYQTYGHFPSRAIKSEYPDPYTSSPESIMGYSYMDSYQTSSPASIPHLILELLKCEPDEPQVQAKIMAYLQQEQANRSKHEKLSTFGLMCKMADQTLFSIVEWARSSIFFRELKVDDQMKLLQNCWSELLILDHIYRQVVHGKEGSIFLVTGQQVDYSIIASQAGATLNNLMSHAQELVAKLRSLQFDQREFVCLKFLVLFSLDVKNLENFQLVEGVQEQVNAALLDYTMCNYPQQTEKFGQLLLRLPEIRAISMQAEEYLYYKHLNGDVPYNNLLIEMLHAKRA
SRC3 inh: inhibitors of human steroid receptor coactivator 3 (SRC3); HEK293 GAL4-SRC3 luciferase reporter, luminescence; 360,000 compounds, 0.17% hits; AID 588352; inhibition, % at 3.6 µM; Q9Y6Q9;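 active = inhibition above a per-campaign cutoff, the mean of all compounds plus 3 SD, cut at about 60% in these data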;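 also: 0% = DMSO-treated cells and 100% = gossypol-treated cells at 36 µM; higher means less SRC3-driven luciferase light from the GAL4 reporter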
SRC1 inh: inhibits human SRC1 coactivator; AID 588354; HEK293 GAL4-SRC1 luciferase reporter, luminescence; inhibition, % at 3.6 µM; 360,000 compounds, 0.12% hits; Q15788;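 active = inhibition above the campaign mean plus 3 SD, with each screening campaign given its own cutoff, cut at about 60% in these data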;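 also: 0% = DMSO treated cells and 100% = gossypol at 36 µM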
EBV LMP1 NFkB: Epstein-Barr LMP1 NF-kappaB reporter inhibition; LMP1-induced NF-kappaB luciferase reporter cells, luminescence; inhibition, % at 12.5 µM; 350,000 compounds, 0.69% hits; AID 504558; in the data active = inhibition above about 41%;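 also: 0% = neutral control wells and 100% = reference inhibitor control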
NR2F2 inh: blocks human COUP-TFII nuclear receptor; 370,000 compounds, 0.7% hits; inhibition, % at 8.6 µM; AID 686940; HEK293T NGFI-A luciferase reporter, luminescence;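 active = inhibition above a per-plate cutoff, mean inhibition of test wells between control levels plus 3 SD, cut at about 38% in these data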;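 also: cells cotransfected with COUP-TFII expression vector driving the NGFI-A reporter; 0% = median of COUP-TF2 test wells and 100% = reporter-only cells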
TLR9-MyD88 inh: TLR9-MyD88 interaction inhibition; CHO BLA complementation TLR9-MyD88, CCF4 FRET ratio; inhibition, % at 4.98 µM; 340,000 compounds, 0.21% hits;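 active = inhibition above the mean over all tested compounds plus 3 SD, cut at about 21% in these data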;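 also: 0% = DMSO only wells and 100% = clavulanate BLA inhibitor control wells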
MC4R antag cAMP: human MC4R antagonism in cAMP assay | P32245 | MC4R-expressing cells, MTII-stimulated cAMP, LANCE TR-FRET | inhibition, % at 6.5 µM | 360,000 compounds, 0.48% hits | AID 540295;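 active = inhibition above its plate's cutoff, the mean of tested wells on that plate plus 3 SD, cut at about 29% in these data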;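 also: 0% = Melanotan II alone and 100% = Melanotan II plus saturating MCL0020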
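Assay system: human MC4R-expressing U2OS cells; reagent: Melanotan II stimulation of cells; dosing: 6.5 µM single dose; timing: compound 30 min, challenge 1 h, detection 1 h; signal: TR-FRET cAMP assay; replicates: one well per compound, no replicates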
MC4R ag barr: human MC4R agonism via beta-arrestin. P32245. U2OS MC4R beta-arrestin complementation, luminescence; percent of melanotan II response, DMSO zero. activation, % at 8.9 µM. 360,000 compounds, 0.98% hits. AID 540308;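 active = activation above a per-plate cutoff, the mean activation of sample wells on that plate plus 3 SD, cut at about 8% in these data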
ABHD5 PLIN5 PPI: ABHD5-PLIN5 protein interaction inhibition; Split G. princeps luciferase complementation, luminescence, 4 h; 360,000 compounds, 0.78% hits; Q00G26+Q8WTS1; inhibition, % at 4 µM; AID 602281;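 active = inhibition above the mean inhibition across every tested compound plus 3 SD, cut at about 22% in these data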;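 also: 0% = DMSO only wells and the 100% control is not disclosed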
NOD2-RIPK2 inh: blocks binding of human NOD2 to RIPK2; O43353; CHO BLA complementation NOD2-RIPK2, CCF4 ratio; inhibition, % at 4.98 µM; 360,000 compounds, 0.38% hits; in the data active = inhibition above about 21%;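 also: 0% = vehicle only and 100% = reference blocker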
Target sequence (O43353 whole entry, looked up): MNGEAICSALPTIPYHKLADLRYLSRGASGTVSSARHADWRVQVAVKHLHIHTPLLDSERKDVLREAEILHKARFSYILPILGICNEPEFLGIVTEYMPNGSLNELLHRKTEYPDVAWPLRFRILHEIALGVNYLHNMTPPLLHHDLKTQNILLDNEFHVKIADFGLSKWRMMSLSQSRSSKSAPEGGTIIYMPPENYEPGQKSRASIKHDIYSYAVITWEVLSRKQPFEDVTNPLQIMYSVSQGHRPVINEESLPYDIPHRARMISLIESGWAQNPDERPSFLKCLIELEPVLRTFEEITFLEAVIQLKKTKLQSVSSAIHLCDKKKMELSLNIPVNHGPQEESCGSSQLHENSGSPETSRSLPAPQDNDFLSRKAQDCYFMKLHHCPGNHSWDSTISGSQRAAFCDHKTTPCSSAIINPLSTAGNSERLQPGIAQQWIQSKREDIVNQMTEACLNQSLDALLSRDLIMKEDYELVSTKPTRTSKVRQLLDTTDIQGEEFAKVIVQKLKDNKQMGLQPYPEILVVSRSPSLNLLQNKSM
* = called active by the depositor; x = not tested or not shown. Not all compounds are listed. The share of hits here may be higher or lower than overall.

| SMILES | SRC2 inh | NR5A2 inv ag | SRC3 inh | SRC1 inh | EBV LMP1 NFkB | NR2F2 inh | TLR9-MyD88 inh | MC4R antag cAMP | MC4R ag barr | ABHD5 PLIN5 PPI | NOD2-RIPK2 inh |
| --- | --- | --- | --- | --- | --- | --- | --- | --- | --- | --- | --- |
| COc1ccc(CNC(=O)c2cc3c(=O)n4cccc(C)c4nc3n(CC3CCCO3)c2=N)cc1 (stereo not given) | -12 | 2 | -2 | 6 | -15 | -7 | -6 | 8 | -2.1 | 4 | 0 |
| CCOC(=O)C(C)Sc1nnc(Cc2cc(=O)[nH]c(=O)[nH]2)n1-c1ccc(Cl)cc1 (stereo not given) | x | -2 | -2 | -2 | 11 | x | -2 | 17 | 0.9 | -3 | -10 |
| CCOC(=O)N1CCN(S(=O)(=O)N2CCCC(C(=O)NCCCN3CC(C)CC(C)C3)C2)CC1 (stereo not given) | -22 | 12 | 8 | 0 | -6 | 9 | -3 | -1 | -2.1 | 8 | -3 |
| O=C(c1cnn(-c2ccccc2)c1)c1cc(Br)ccc1O | 8 | -8 | -13 | 4 | -6 | 17 | -12 | 0 | 5.3 | -5 | -7 |
| N#Cc1ccccc1CSc1nnc(-c2ccncc2)o1 | x | -55 | -63 | -48 | -8 | x | 2 | 1 | 1.2 | -10 | -3 |
| Cc1ccc(Cl)cc1NC(=O)CCS(=O)(=O)c1ccc2c(c1)n(C)c(=O)c(=O)n2C | -11 | -18 | 0 | -2 | -22 | 4 | -1 | 13 | -0.5 | -3 | -1 |
| CCN(C(=O)Cn1cnc2cc([N+](=O)[O-])ccc2c1=O)C1CCS(=O)(=O)C1 (stereo not given) | -6 | 1 | 10 | 9 | -4 | -28 | 0 | -2 | -1.2 | 0 | -2 |
| CC(/C=C/c1ccco1)=N/NC(=O)c1ccc(C)nc1 | -27 | -7 | 13 | 21 | -2 | -7 | -9 | -12 | 0.2 | 1 | -3 |
| COc1ccc(C(c2nnnn2C(C)C)N2CCN(C(=O)c3ccco3)CC2)cc1 (stereo not given) | -1 | 13 | 5 | -8 | 0 | 6 | -11 | -3 | -0.9 | -3 | -8 |
| Cc1[nH]nc(N)c1-c1ccc(Cl)cc1 | 6 | 26 | 22 | -7 | 13 | -8 | 3 | 9 | -1.4 | 2 | -5 |
| CC1=C(C(N)=O)C(c2ccc(C)o2)C(C(N)=O)=C(C)N1 | -24 | 11 | -11 | 6 | -6 | -18 | -7 | 3 | -1.7 | 3 | -9 |
| Cc1cc(C)nc(NC(=O)/C=C/c2cccs2)c1 | -25 | -126 | -34 | -49 | -14 | -69 | -5 | -1 | -1.0 | -1 | 8 |
| Cc1ccccc1CN1CCCC(C(=O)Nc2ccc(-c3ccn[nH]3)cc2)C1 (stereo not given) | -17 | 15 | 11 | 5 | 5 | -8 | -5 | -2 | -1.9 | -5 | -10 |
| COc1ccc(-c2cc(=O)oc3c(O)c(O)ccc23)cc1 | -10 | 2 | -15 | -28 | 23 | -7 | -1 | 1 | -1.2 | -5 | -13 |
| Cc1cc2c(=O)n(Cc3ccco3)c(SCC(=O)N3CCCc4ccccc43)nc2s1 | 6 | 0 | 18 | -22 | -13 | -3 | -6 | 17 | -1.9 | 14 | -2 |
| COc1cc(SC)ccc1C(=O)Nc1ccccc1C#N | -17 | -8 | -89 | -73 | -44 | -15 | -2 | -2 | 12* | 1 | -4 |
| CSc1ccc(CCCCCCOC(=O)C(C)(C)C)cc1 | -13 | 9 | -14 | 10 | 2 | -5 | -13 | 5 | 0.6 | 5 | 1 |
| CCOC(=O)C1C(=O)NC(c2ccccc2)=NC1c1ccc(Cl)cc1 (stereo not given) | -10 | 13 | 8 | -12 | -2 | 12 | 6 | 1 | -0.8 | 1 | 5 |
| CCN(CC)c1ccc(/C=N/NC(=O)CCC(=O)NCc2ccccc2)c(O)c1 | 13 | 0 | 53 | 36 | -1 | 3 | 5 | -6 | 4.3 | 6 | -5 |
| Cc1nnc(SCC(=O)Nc2ccccc2C(=O)NC2CC2)s1 | -3 | -12 | -16 | -1 | -2 | -9 | 1 | 8 | -2.3 | -2 | 3 |
| Cc1cc2oc(C(=O)N(Cc3cccs3)C3CCS(=O)(=O)C3)cc(=O)c2cc1Cl (stereo not given) | 2 | 5 | 17 | 0 | 5 | 12 | -3 | 6 | -1.5 | -4 | 3 |
| Cn1cccc([N+](=O)[O-])c1=O | -37 | 0 | -2 | -5 | 3 | 15 | -15 | -2 | -1.5 | 4 | 2 |
| COc1ccc2c(C(=O)CN3CCSCC3)c[nH]c2c1 | -36 | -12 | -17 | -11 | -13 | -23 | -2 | -2 | -2.1 | -5 | -6 |
| O=C(NCC1CCCN1S(=O)(=O)c1cccs1)c1cccc([N+](=O)[O-])c1 (stereo not given) | 0 | 2 | 13 | 2 | 4 | 18 | 1 | 13 | -1.8 | -6 | 2 |
| FC(F)(F)c1nc2ccccc2nc1N/N=C/c1ccc(Cl)cc1 | -11 | -8 | -10 | 1 | -2 | -6 | 8 | 1 | 8.2 | 5 | -24 |
| Cc1ccc(CS(=O)(=O)Cc2ccc(C(=O)NCC3CCCO3)o2)cc1 (stereo not given) | 2 | 10 | 14 | 3 | 0 | -7 | 7 | -3 | -0.5 | 0 | 0 |
| COc1ccccc1NC(=O)N1CCCC1C(=O)Nc1nnc(C(C)C)s1 (stereo not given) | 7 | 14 | -12 | -2 | -1 | -10 | 5 | 6 | -0.4 | 2 | -11 |
| CS(=O)(=O)N1N=C(c2ccco2)CC1c1ccc(Cl)cc1Cl (stereo not given) | -7 | -12 | 10 | -11 | -12 | -4 | -4 | 0 | -2.4 | 9 | 3 |
| Cc1ccc(CNC(=O)c2ccc3c(=O)n(CCCN4CCCC4=O)c(=S)[nH]c3c2)cc1 | -23 | -12 | 0 | 8 | 2 | -6 | 3 | 1 | -0.7 | 7 | -3 |
| O=C(CSc1nnc(-c2ccco2)o1)N1CCCCC1 | -41 | -73 | -67 | -70 | -9 | -45 | -2 | -1 | 2.9 | 3 | 0 |
| CN(c1cccc(NC(=O)c2ccc(Cl)c(S(=O)(=O)Nc3ccccc3)c2)c1)S(C)(=O)=O | -13 | 1 | -4 | -1 | 14 | -15 | -23 | 9 | -1.2 | 4 | -13 |
| O=C(NCCc1ccccc1)C(c1cccs1)N(C(=O)c1csnn1)C1CC1 (stereo not given) | 20 | -15 | 6 | 19 | -8 | -4 | 1 | -6 | -1.7 | 1 | 2 |
| Oc1ccc(C2N=C(c3ccccc3)NC(c3ccccc3)=N2)cc1 | -11 | 6 | -19 | 8 | -11 | 12 | -2 | 1 | 0.0 | -6 | 0 |
| CC(=O)N1c2ccc([N+](=O)[O-])cc2NC(=O)CC1C (stereo not given) | 12 | 2 | 1 | -6 | 5 | 4 | -2 | 0 | -1.3 | -2 | -1 |
| O=C(N/N=C/c1ccccc1F)C(=O)N1CCCCCC1 | -12 | -2 | -6 | -11 | 4 | -9 | -8 | 12 | -0.4 | 11 | -5 |
| CCOC(=O)CON1C(=O)C(=O)N(OCC(=O)OCC)[C@H]2CCCC[C@H]21 | 1 | -9 | 8 | -7 | -4 | -12 | -2 | -5 | -2.0 | -6 | 5 |
| O=C(N/N=C\c1cn[nH]c1-c1ccccc1)c1ccc([N+](=O)[O-])cc1 | -3 | 18 | 8 | 14 | 4 | -14 | 2 | 9 | -1.8 | 3 | -1 |
| Cc1ccccc1CC(=O)NC1CCCCCC1 | -30 | 0 | -6 | 4 | -2 | 1 | -23 | 2 | 2.7 | 5 | -3 |
| O=C(NC(=O)N1CCSCC1)c1c(Cl)cccc1Cl | 4 | 14 | 21 | 2 | 1 | 16 | 2 | 2 | -3.9 | -2 | 6 |
| CC(/C=N/NC(=O)Cn1cnc2c1c(=O)n(C)c(=O)n2C)=C\c1ccco1 | -5 | 15 | 19 | -2 | -1 | -2 | 8 | -6 | -0.4 | 7 | 1 |
| COC(=O)CSc1nccc(C)n1 | 8 | 26 | 8 | 4 | -14 | -23 | -9 | 13 | -1.1 | 2 | -1 |
| Cc1ccc(OCCNC(=O)C2CCCCC2)cc1 | 2 | -18 | 1 | -11 | 3 | 8 | 1 | 17 | -2.2 | 0 | -2 |
| CS(=O)(=O)c1ccc2nc(NC(=O)Oc3ccccc3)sc2c1 | 14 | 11 | -6 | 2 | -2 | 6 | -2 | -2 | -2.3 | -1 | 0 |
| O=C(C1CCN(c2ncnc3c2nc2n3CCCCC2)CC1)N1CCN(c2ccccc2F)CC1 | -1 | 10 | 12 | -9 | 4 | 32 | -2 | 8 | -3.1 | 2 | 0 |
| O=C(NCCNC(=O)c1cccnc1)c1cccnc1 | x | -16 | 10 | -2 | x | x | x | x | x | -1 | -15 |
| CCN(C(=O)C12CC3CC(CC(C3)C1)C2)C1CCS(=O)(=O)C1 (stereo not given) | -3 | -19 | 17 | 17 | -2 | 3 | 8 | 2 | -0.8 | 0 | -1 |
| COc1cccc2c(=O)c(SC(F)(F)C(F)C(F)(F)F)c(C)[nH]c12 (stereo not given) | -14 | -12 | -23 | -30 | -16 | -4 | -13 | -6 | -1.5 | 2 | -4 |
| Cc1cccc(OCC(=O)Nc2c3c(nn2C(C)(C)C)CS(=O)(=O)C3)c1 | -24 | -20 | 9 | -9 | 7 | 8 | 11 | 1 | 0.0 | 1 | -6 |
| CC(C)(C)NC(=O)C(c1ccnc2ccccc12)n1c(=O)c(-c2cc3ccccc3[nH]2)nc2ccccc21 (stereo not given) | -2 | 4 | x | x | x | 6 | x | x | x | -7 | 49* |
| CCOC(=O)CSc1nnc(NC(=O)CN2CCN(C=O)CC2)s1 | -10 | 2 | -14 | 11 | -3 | -6 | -8 | -2 | -2.8 | 4 | 4 |

Next structures
| SMILES | SRC2 inh | NR5A2 inv ag | SRC3 inh | SRC1 inh | EBV LMP1 NFkB | NR2F2 inh | TLR9-MyD88 inh | MC4R antag cAMP | MC4R ag barr | ABHD5 PLIN5 PPI | NOD2-RIPK2 inh |
| --- | --- | --- | --- | --- | --- | --- | --- | --- | --- | --- | --- |
| O=C(CSc1nnc(-c2ccccc2)c(-c2ccccc2)n1)N1CCc2ccccc21 | 2 | 12 | -9 | -3 | -5 | -5 | -13 | 13 | -0.9 | 5 | -2 |
| COc1ccc(CNc2oc(-c3cccc4ccccc34)nc2P(=O)(OC)OC)cc1 | 17 | 10 | 6 | -8 | -20 | 11 | 7 | 5 | -1.9 | 1 | 7 |
| COc1ccccc1CNC(=O)c1cc(-c2ccccc2)n(Cc2cc(C)no2)n1 | -10 | 12 | 8 | -9 | 2 | -1 | -7 | 6 | -0.2 | -2 | -14 |
| NCCCC[C@H]1CNC(=S)N1CCc1cc(C(F)(F)F)cc(C(F)(F)F)c1 | 10 | -1 | 4 | -8 | 0 | 6 | 5 | 3 | -2.1 | 8 | 0 |
| CCOC(=O)COn1c(=O)c(-c2ccco2)[n+]([O-])c2ccccc21 | 13 | -24 | 8 | 7 | 7 | 1 | -5 | -21 | -2.0 | 4 | -3 |
